GCN5L2 inh: GCN5L2 (KAT2A) acetyltransferase inhibition. Q92830. GCN5L2 HAT assay, ThioGlo1 CoA-SH fluorescence. Potency, µM (highest dose often 58.9 µM), inactives show at the top dose activity change, negative = inhibition, usual class: inhibitors. actives 0.21% (n = 390,000)
Target sequence (Q92830 whole entry, looked up): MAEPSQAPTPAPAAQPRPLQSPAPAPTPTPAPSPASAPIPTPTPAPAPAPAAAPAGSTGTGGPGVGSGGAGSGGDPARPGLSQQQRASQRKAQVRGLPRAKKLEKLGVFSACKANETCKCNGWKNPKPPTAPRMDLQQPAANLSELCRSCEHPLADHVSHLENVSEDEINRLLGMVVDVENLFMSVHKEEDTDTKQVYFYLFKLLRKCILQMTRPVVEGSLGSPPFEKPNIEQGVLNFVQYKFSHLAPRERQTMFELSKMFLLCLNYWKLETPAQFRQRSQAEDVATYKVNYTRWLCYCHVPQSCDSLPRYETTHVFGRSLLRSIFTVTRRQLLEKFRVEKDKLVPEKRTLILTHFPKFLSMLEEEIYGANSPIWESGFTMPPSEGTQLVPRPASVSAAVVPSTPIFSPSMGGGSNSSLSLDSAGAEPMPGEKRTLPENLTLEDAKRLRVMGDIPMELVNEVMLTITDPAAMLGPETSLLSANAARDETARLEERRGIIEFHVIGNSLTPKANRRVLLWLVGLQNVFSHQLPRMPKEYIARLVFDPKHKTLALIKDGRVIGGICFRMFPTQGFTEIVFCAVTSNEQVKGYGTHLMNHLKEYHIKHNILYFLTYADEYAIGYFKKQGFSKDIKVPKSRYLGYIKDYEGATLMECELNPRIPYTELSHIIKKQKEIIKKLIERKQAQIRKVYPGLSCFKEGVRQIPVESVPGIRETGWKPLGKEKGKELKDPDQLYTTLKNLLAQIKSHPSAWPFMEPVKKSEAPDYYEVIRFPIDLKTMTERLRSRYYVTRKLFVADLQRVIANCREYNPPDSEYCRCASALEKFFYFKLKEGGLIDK
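ThioGlo1-coupled HAT assay: 20nM GCN5L2, 70uM acetyl-CoA, 75uM H3(1-25) peptide, pH 7.5. Fluorescence read at 340/540nm at start and after 20 min at room temperature.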
DT40 TDP1 no CPT: qHTS for Inhibitors of human tyrosyl-DNA phosphodiesterase 1 (TDP1): qHTS in cells in absence of CPT; DT40 Tdp1-/- hTDP1 cells, no CPT, ATP luminescence, 48 h; Potency, µM (doses to about 46.2 µM), without a hit: at the highest dose activity change, negative = growth inhibition, most hits filed as inhibitors; actives 15% (n = 420,000); also: nearly all actives have a fitted effect of over 55% in size
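Chicken DT40 Tdp1-/- cells stably complemented with human TDP1 were seeded at 400 cells/well with DMSO in place of 20 nM camptothecin. After compound pinning, cells grew at least 48 hr at 37 °C; viability read by CellTiter-Glo luminescence.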
TDP1 cell CPT: growth inhibition of DT40 Tdp1-/-;hTDP1 cells with camptothecin (screen for TDP1 inhibitors); chicken DT40 Tdp1-/-;hTDP1 cells + 20 nM CPT, ATP luminescence, 48 h; Potency, µM (highest dose often 46.2 µM), without a hit: at the top dose activity change, negative = growth inhibition, most hits filed as inhibitors; actives 12% (n = 420,000); also: nearly all actives have a fitted effect of over 55% in size
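Chicken DT40 Tdp1-/- cells stably complemented with human TDP1 were seeded at 400 cells/well in medium containing 20 nM camptothecin, exposed to pin-transferred compounds, and grown at 37 °C for at least 48 hr. Viability was read as ATP luminescence.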
An asterisk follows results filed as active; ? = inconclusive; . = not tested or not shown; [ ] = another dose, or the depositor's remark. Calls follow the shape of the dose curve; as a rule, active = well fitted curve in the direction sought with a large enough effect; inconclusive = small, poorly fitted or top-dose-only effect, or another doubt; inactive = no such curve, though single readings can be large; an effect the other way counts as inactive or inconclusive. % is scaled to controls: 0 for no effect and ±100 for the full control effect; potency is read from the fitted curve at half-maximal effect. Rows were taken by chance; 18% or so of the library scored in one or more.

Every second line gives: GCN5L2 inh, DT40 TDP1 no CPT, TDP1 cell CPT
> O=C(COC(=O)c1cc(Cl)nc(Cl)c1)NCc1ccc2c(c1)OCO2
    -2%, 17%, 22%
> COc1ccc(CCNC(=O)c2ccc3c(c2)NC(=O)C(C(C)C)N3)cc1OC (centres undefined)
    -3%, -29%, -25%
> CC(=O)NC(CCS(C)(=O)=O)C(=O)Nc1ccc(C)c(F)c1 (centres undefined)
    -26%, 4%, 3%
> N/N=C/C(=N\Nc1ccc(Cl)cc1)C(=O)c1ccncc1
    -20%, -23%, 8%
> COc1ccc(NC(=O)Nc2cn(CC(C)C)c(=O)c3ccccc23)c(OC)c1
    -19%, ?, ?
> O=C(COc1ccc(Cl)cc1)NN=C1CCCCCCC1
    -26%, -7%, 16%
> CC(C)NC(=O)CSc1ccccc1C(=O)N1CCN(S(=O)(=O)/C=C/c2ccccc2)CC1
    -10%, ?, -30%
> CCc1ccc(N2CSC3=C(C#N)C(c4cccs4)CC(=O)N3C2)cc1 (centres undefined)
    ?, 16µM*, ?
> CCCC(C(=O)NC1CCCC1)N(Cc1ccc(OC)cc1)C(=O)c1snc(C(N)=O)c1N (centres undefined)
    -9%, ?, -23%
> CC[C@]12c3[nH]c4cc(CCC(=O)N(C)C)ccc4c3CCN1C(=O)[C@@H](CC(=O)NCCC1=CCCCC1)C[C@@H]2C(=O)N1CCN(C(=O)C2CC2)CC1
    1%, ?, ?
> CCOC(=O)c1cnc(COc2ccccc2Cl)[nH]c1=O
    ?, -10%, -2%
> CCCC[C@@H]1CNC(=O)C(=O)N1CC(C)(C)C
    -4%, 7%, 1%
> CC1(C)CC(=O)C2=C(C1)N1C(=C(C#N)C2c2ccccc2Cl)N=C(N)c2ccccc21 (centres undefined)
    -11%, ?, ?
> CC(C)c1nnc(NC(=O)CCC(=O)NCc2ccc(F)cc2)s1
    -1%, ?, ?
> O=C(Nc1ccc(-c2cc3ccccc3oc2=O)c(Cl)c1)c1cccnc1
    -10%, -18%, ?
> N#Cc1c(N)nc2c(c1-c1ccccc1)CCC2
    1%, -15%, -30%
> Cc1ccc(-n2ncc3c(Nc4ccc(Oc5ccccc5)cc4)ncnc32)cc1
    -2%, ?, ?
> O=C(COC(=O)c1cccc2ccccc12)NCC1CCCO1 (centres undefined)
    -2%, -16%, 13%
> O=C(O)C1C2C=CC(C2)C1C(=O)OC1CC2CCC1C2 (centres undefined)
    -7%, -8%, 4%
> O=C(C[C@H]1C[C@H](C(=O)N2CCCCC2)[C@@]2(CCc3ccccc3)c3[nH]c4cc(-c5ccco5)ccc4c3CCN2C1=O)NCc1ccco1
    -7%, ?, ?
> COC(=O)CSc1nc2ncc(Cl)cc2[nH]1
    -2%, -2%, -3%
> Cc1cccc(Nc2nnc(SCc3cc(=O)n4cc(C)ccc4n3)s2)c1
    -5%, 23µM*, 23µM*
> Cc1ccc(NCN2C(=O)C3CC=C(Cl)CC3C2=O)cc1 (centres undefined)
    -5%[0.501 µM], -12%, -8%
> COc1cc(OC)c(C=CC(=O)c2ccccc2O)c(OC)c1
    ., ?, ?
> CCc1cccc(-n2c(=O)c3cccnc3n2CC(=O)NCc2ccccc2Cl)c1
    12%, ?, ?
> CC(NC(=O)C(=O)N1CCCCC1)C(c1cccs1)N1CCN(c2ccc(F)cc2)CC1 (centres undefined)
    -1%, 15%, ?
> CC(=O)C12C3C4C(C5C1C3C5(Br)C41OCCO1)C21OCCO1 (centres undefined)
    2%, 5%, 5%
> CN(C)C(=O)c1cc(C(=O)c2ccc(F)cc2Cl)c[nH]1
    -9%, -12%, -4%
> O=C(Nc1cc(C(F)(F)F)ccc1F)C1Cc2c(-c3ccccc3Oc3ccccc3)ccnc2O1 (centres undefined)
    ., 18µM*, ?
> CN1CCN(C2CN(Cc3cn(Cc4ccc(C(F)(F)F)cc4)nn3)S(=O)(=O)C2)CC1 (centres undefined)
    ., 4%, -6%
> CCc1noc(C)c1C(=O)Nc1ccc(S(=O)(=O)N2CCCC(C)C2)cc1 (centres undefined)
    -6%, ?, ?
> CC12CCC(=O)N1C(C(=O)OCc1c(Cl)cccc1Cl)CS2 (centres undefined)
    -4%, -22%, -2%
> Cc1cnc(CNc2ncncc2-c2ccccc2C#N)cn1
    -1%, 0%, 3%
> CC(=O)c1ccc2c(c1)C1C=CCC1C(c1ccncc1)N2 (centres undefined)
    -5%, ?, -18%
> CN(Cc1ccccc1)C(=O)c1nc2ccccn2c1CNCCn1cccn1
    -1%, -15%, -3%
> Cc1cc(C=O)c(O)cc1O
    4%, -15%, -13%
> CCCCCCCN(c1ccccc1)C1C[C@H]2CCCC(=O)N3CC[C@@H](C1)[C@@H]23 (some centres undefined)
    ., ?, ?
> CCOC(=O)N1CCC(NC(=O)CC2C(=O)NCCN2Cc2ccccc2)CC1 (centres undefined)
    -31%, 1%, -13%
> Cc1c(C(=O)NC(C)C)c(-c2ccccc2)nn1-c1ccccc1
    -1%, -20%, -5%
> CCOc1cc(C)c(C(C)C)cc1S(=O)(=O)N1CCOCC1
    -3%, ?, ?
> O=C(NCc1ccccc1)C(c1ccc(F)cc1)N(C(=O)c1csnn1)c1ccccc1 (centres undefined)
    0%, ?, -28%
> Nc1ccc2c(c1)C(=O)N(CCCC(=O)O)C2=O
    -3%, -15%, 6%
> O=C(CNC(=O)c1cccs1)OCc1ccc(Br)cc1
    -6%, 7%, -3%
> COc1ccc(NC(=S)NNC(=O)c2nnn(-c3ccccc3)c2C)cc1
    1%, ?, -28%
> CN(C)CCNC(=O)c1ccc2c(c1)N(Cc1ccc(F)cc1)CCS2
    -18%, 16µM*, 26µM*
> CN1CCN(CCCNC(=O)C2CCN(c3nnc(-n4cccc4)s3)CC2)CC1
    -3%, 1%, 0%
> C1=C(c2cc3ccccc3cn2)CCCC1
    0%, -16%, ?
> CC1=C(C#N)C(=O)NC(=O)/C1=C/c1ccc(-c2ccc(S(N)(=O)=O)cc2)o1
    -20%, 4%, -8%
> Cc1ccccc1C(=O)Nc1ccnn1C1CCN(Cc2cnn(C(C)C)c2)CC1
    1%, -9%, -1%
> COc1ccc2cc3cc(C(=O)Nc4ccc5c(c4)OCCO5)oc3nc2c1
    0%, ?, ?
> CN1OCC(S(=O)(=O)c2ccccc2)C1c1ccccc1 (centres undefined)
    -5%, -8%, 28%
> COc1cc(-c2cc(C(=O)Nc3nc4ccccc4s3)c3ccccc3n2)cc(OC)c1OC
    -16%, 6.5µM*, 7.3µM*
> Cc1ccccc1-c1nnn(CC(=O)N2CCN(C(=O)c3ccco3)CC2)n1
    -10%, -4%, -17%
> COc1ccc(NC(=O)CCNS(=O)(=O)c2ccc3[nH]c(=O)oc3c2)cc1Cl
    -4%, -3%, -1%
> Cc1c(C(=O)NCc2ccccc2F)oc2ccccc12
    ?, -3%, -9%
> C(=Nc1ccccc1)c1ccc[nH]1
    ., 6%, -2%
> O=C1CN(C(=O)Cc2ccccc2)C(c2ccc(F)cc2)c2cc(Br)ccc2N1 (centres undefined)
    -8%, ?, ?
> Cc1cccn2c(=O)c(/C=C(\C#N)C(=O)NCc3ccco3)c(N3CCCC(C)C3)nc12 (centres undefined)
    -4%, ?, ?
> CCCCn1c(N)c(N(CC(C)C)C(=O)C2CC(=O)N(Cc3ccco3)C2)c(=O)[nH]c1=O (centres undefined)
    -6%, 6%, -10%
> Cc1cc(C)c(C)c(S(=O)(=O)NCC(=O)N2CCCC2)c1C
    0%, -4%, -16%

Reformatted in CSV form: 14 of the compounds above.
canonical_smiles,GCN5L2 inh,DT40 TDP1 no CPT,TDP1 cell CPT
C1=C(c2cc3ccccc3cn2)CCCC1,0%,-16%,?
CC1=C(C#N)C(=O)NC(=O)/C1=C/c1ccc(-c2ccc(S(N)(=O)=O)cc2)o1,-20%,4%,-8%
Cc1ccccc1C(=O)Nc1ccnn1C1CCN(Cc2cnn(C(C)C)c2)CC1,1%,-9%,-1%
COc1ccc2cc3cc(C(=O)Nc4ccc5c(c4)OCCO5)oc3nc2c1,0%,?,?
CN1OCC(S(=O)(=O)c2ccccc2)C1c1ccccc1 (centres undefined),-5%,-8%,28%
COc1cc(-c2cc(C(=O)Nc3nc4ccccc4s3)c3ccccc3n2)cc(OC)c1OC,-16%,6.5µM*,7.3µM*
Cc1ccccc1-c1nnn(CC(=O)N2CCN(C(=O)c3ccco3)CC2)n1,-10%,-4%,-17%
COc1ccc(NC(=O)CCNS(=O)(=O)c2ccc3[nH]c(=O)oc3c2)cc1Cl,-4%,-3%,-1%
Cc1c(C(=O)NCc2ccccc2F)oc2ccccc12,?,-3%,-9%
C(=Nc1ccccc1)c1ccc[nH]1,.,6%,-2%
O=C1CN(C(=O)Cc2ccccc2)C(c2ccc(F)cc2)c2cc(Br)ccc2N1 (centres undefined),-8%,?,?
Cc1cccn2c(=O)c(/C=C(\C#N)C(=O)NCc3ccco3)c(N3CCCC(C)C3)nc12 (centres undefined),-4%,?,?
CCCCn1c(N)c(N(CC(C)C)C(=O)C2CC(=O)N(Cc3ccco3)C2)c(=O)[nH]c1=O (centres undefined),-6%,6%,-10%
Cc1cc(C)c(C)c(S(=O)(=O)NCC(=O)N2CCCC2)c1C,0%,-4%,-16%

Additional structures:
Every second line gives: GCN5L2 inh, DT40 TDP1 no CPT, TDP1 cell CPT
> Cc1sc(NC(=O)c2ccccc2)c(C(=O)c2ccccc2)c1C
    -14%, ?, ?
> CCN(CC)S(=O)(=O)c1cc(NC(=O)CN2C(=O)NC3(CCCc4ccccc43)C2=O)ccc1C (centres undefined)
    -5%, ?, 23µM*
> O=C(CN1C(=O)S/C(=C\c2ccccc2F)C1=O)NC1CCS(=O)(=O)C1 (centres undefined)
    1%, 19%, -9%
> CSc1ccccc1C(=O)NCCS(=O)(=O)N1CCN(c2ccc(F)cc2)CC1
    -3%, ?, ?
> CCCCn1nnnc1C(c1cc2ccccc2o1)N(CCN(C)C)Cc1ccccc1 (centres undefined)
    ., 16µM*, 26µM*
> COC(=O)/C=c1/s/c(=C(\C#N)C(=O)NCc2ccco2)n(-c2ccc(C)cc2)c1=O
    -3%, -21%, ?
> O=C(NCC1CCCO1)c1cc(-c2ccccc2F)no1 (centres undefined)
    -6%, ?, ?
> Cc1cc(C)c2c(N)c(C(=O)Nc3ccccc3C(F)(F)F)sc2n1
    -8%, ?, -27%
> COc1ccc(CNC(=O)c2noc(C(C)C)c2[N+](=O)[O-])cc1
    -6%, ?, ?
> CC1CCC(NC(=O)c2ccc3c(c2)N(Cc2ccccc2F)C(=O)c2ccccc2S3=O)CC1 (centres undefined)
    -9%, -23%, ?
> O=C(Nc1ccc(F)cc1)Nc1cc(S(=O)(=O)N2CCOCC2)ccc1N1CCCC1
    -4%, -4%, 10%
> COc1ccc(C(c2nnnn2C(C)(C)C)N2CCN(C(=O)c3ccco3)CC2)cc1 (centres undefined)
    -2%, -24%, 6%
> O=C(OCc1ccccc1)N1CCC2CC1c1c(-c3ccc(C(F)(F)F)cc3)cccc12 (centres undefined)
    ., ?, 16µM*
> COc1ccc(C(=O)COC(=O)C(CCCCN2C(=O)C3C4C=CC(C4)C3C2=O)N2C(=O)C3C4C=CC(C4)C3C2=O)cc1 (centres undefined)
    -1%, ?, ?
> C#CCNC(=O)C[C@@H]1C[C@@]2(C(=O)OCC)CCCC=C2N(CCC2=CCCCC2)C1=O
    ., 15µM*, 13µM*
> S=C(NCc1ccccc1)NNc1ccccc1
    -4%, 5.8µM*, 4.6µM*
> CCOC(=O)C1=C(C)NC2=C(C(=O)C(C(=O)OCC)C(c3ccco3)C2)C1c1ccccc1C (centres undefined)
    ., 22µM*, 20µM*
> COc1ccccc1N1CCN(c2ncnc3c2c(-c2ccccc2)cn3-c2cccc(Cl)c2)CC1
    -2%, ?, ?
> CCc1noc(C)c1C(=O)N1CCN(S(=O)(=O)c2cccs2)CC1
    1%, 3%, 7%
> CC1(C)CC(=O)C=C(c2cccnc2)C1
    ., -12%, -15%
> C#CCOCCOCCOCCNc1nc(N2CCN(C(=O)Cn3cc(CC(C)O)nn3)CC2)nc(N2CCN(C(=O)[C@H](CCCCN)n3cc(CC(C)O)nn3)CC2)n1 (some centres undefined)
    ., -5%, 3%
> Cc1c2cnn(CC(=O)NCc3ccccn3)c(=O)c2c(C)n1Cc1ccc(Cl)cc1
    -3%, -21%, ?
> O=S1(=O)CCN2N=C(C34CC5CC(CC(C5)C3)C4)SC2=N1
    -3%, ?, 2%

3 structures out of the list, ordered by length of the SMILES, highest first:
Every second line gives: GCN5L2 inh, DT40 TDP1 no CPT, TDP1 cell CPT
> CCOC(=O)C1=C(C)NC2=C(C(=O)C(C(=O)OCC)C(c3ccco3)C2)C1c1ccccc1C (centres undefined)
    ., 22µM*, 20µM*
> COc1ccccc1N1CCN(c2ncnc3c2c(-c2ccccc2)cn3-c2cccc(Cl)c2)CC1
    -2%, ?, ?
> CCc1noc(C)c1C(=O)N1CCN(S(=O)(=O)c2cccs2)CC1
    1%, 3%, 7%

Screening results deposited in PubChem by National Center for Advancing Translational Sciences (NCATS).
